# Bioassay records: PubChem BioAssay, several laboratories
# ASAP1 GAP inh: inhibitors of human ASAP1 ArfGAP activity, primary screen, biochemical, fluorescence polarization. inhibition, % at 16.5 µM. ASAP1-stimulated ARF1 GTP hydrolysis, GDP FP detection. AID 624377, 2012. Arf-GAP with SH3 domain, ANK repeat and PH domain-containing protein 1 (Homo sapiens), …. actives 0.19% (n = 360,000); in the data active means inhibition above about 25%;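 further: 0% = vehicle with enzyme and substrate and 100% = no enzyme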
# Target sequence (Q9ULH1 325-724 limits assumed): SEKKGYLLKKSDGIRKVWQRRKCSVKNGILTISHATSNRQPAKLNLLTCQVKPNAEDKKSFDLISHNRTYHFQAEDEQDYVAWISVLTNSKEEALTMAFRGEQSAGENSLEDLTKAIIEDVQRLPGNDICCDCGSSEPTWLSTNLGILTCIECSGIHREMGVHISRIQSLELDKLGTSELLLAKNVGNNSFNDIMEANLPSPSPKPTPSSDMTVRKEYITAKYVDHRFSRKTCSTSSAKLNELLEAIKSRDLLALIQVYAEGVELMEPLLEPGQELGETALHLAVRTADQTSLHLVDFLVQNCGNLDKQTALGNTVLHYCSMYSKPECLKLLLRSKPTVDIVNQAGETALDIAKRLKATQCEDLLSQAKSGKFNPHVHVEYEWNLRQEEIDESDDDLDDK
# UHRF1 binding: UHRF1 methylated DNA binding inhibitors, primary screen, counter-screen for MBD2 inhibitor project, biochemical, TR-FRET, human UHRF1, single concentration. AID 687016, 2013. UHRF1 binding to methylated oligo. E3 ubiquitin-protein ligase UHRF1 (Homo sapiens), Q96T88. inhibition, % at 4.4 µM. actives 0.75% (n = 370,000); in the data active means inhibition above about 21%;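 further: UHRF1 SRA domain binding a hemimethylated CpG hairpin DNA probe; 0% = median of test compound wells and 100% = reference inhibitor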
# PLC-beta3 inh: human PLC-beta3 inhibitors, primary screen, biochemical, fluorescence | 1-phosphatidylinositol 4,5-bisphosphate phosphodiesterase beta-3 (Homo sapiens), Q01970 | Purified PLC-beta3, fluorogenic substrate | inhibition, % at 12.2 µM | actives 0.18% (n = 370,000) | AID 720704, 2013; in the data active means inhibition above about 11%;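 further: 0% = median of compound wells on plate and 100% = full blocker control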
# PLCg1 inh: PLC-gamma1 enzyme inhibitors, primary screen, biochemical, fluorescence, purified enzyme. fluorogenic substrate. inhibition, % at 12.2 µM. actives 0.84% (n = 370,000). AID 720700, 2013; in the data active means inhibition above about 9.5%
# KLK7 zymogen act: proKLK7 zymogen activators, primary screen, biochemical, fluorescence intensity; purified proKLK7, EDANS-DABCYL substrate fluorescence; 100% is mature enzyme control, 0% vehicle; activation, % at 7 µM; actives 0.9% (n = 370,000);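 active means activation above the mean of all tested compounds plus 3 SD, computed per campaign excluding outliers beyond control limits, cut at about 13% in these data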
# Tn7 DDE FP: inhibitors of Tn7 peptide binding to fibrin DD(E), primary screen, biochemical, fluorescence polarization, human fibrin, Tn7 probe; inhibition, % at 8.3 µM; FP displacement of FITC-Tn7 peptide from fibrin DD(E); 0% = median of compound wells per plate; actives 0.13% (n = 370,000); Fibrinogen beta chain (Homo sapiens), P02675;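 active means inhibition above the mean of compounds falling within the control limits plus 3 SD of them, cut at about 14% in these data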;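 further: 0% = plate median of compound wells and 100% = 10 µM Aha-Tn7 peptide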
#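 Assay system: human fibrin DD(E). Input: DD(E) 2 µM final. Medium: Tris buffer with calcium and detergent, pH 7.8. Compound dosing: single point at 8.3 µM. Timing: 10 min plus 3 h, room temperature. Technique: fluorescence polarization of the labelled Tn7 tracer. Read-out: percent inhibition. Replicates: singlicate testing.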
# Tn6 DDE FP: inhibitors of Tn6 peptide binding to fibrin DD(E), primary screen, biochemical, fluorescence polarization, human fibrin, Tn6 probe. AID 720509, 2013. Fibrin DD(E) TRITC-Tn6 fluorescence polarization displacement. actives 0.21% (n = 370,000). inhibition, % at 8.3 µM. Fibrinogen beta chain (Homo sapiens), P02675;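 active means inhibition above a per-campaign cutoff: mean of compounds within control limits plus 3 SD, cut at about 15% in these data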;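 further: 0% = median of all compound wells on the plate and 100% = blocking peptide control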
# HGIII-sPLA2 inh: human group III sPLA2 inhibitors, primary screen, biochemical, QFRET, BODIPY PC-A2 liposome substrate; actives 0.56% (n = 370,000); AID 743126, 2013; QFRET BODIPY PC-A2 liposome hydrolysis, fluorescence; Group 3 secretory phospholipase A2 (Homo sapiens), Q9NZ20; inhibition, % at 12.2 µM;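 active means inhibition above mean plus 3 SD of compounds lying within the high and low control bounds, cut at about 19% in these data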;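 further: 0% = median of test compound wells and 100% = no enzyme DMSO wells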
# Target sequence (Q9NZ20 whole entry, looked up): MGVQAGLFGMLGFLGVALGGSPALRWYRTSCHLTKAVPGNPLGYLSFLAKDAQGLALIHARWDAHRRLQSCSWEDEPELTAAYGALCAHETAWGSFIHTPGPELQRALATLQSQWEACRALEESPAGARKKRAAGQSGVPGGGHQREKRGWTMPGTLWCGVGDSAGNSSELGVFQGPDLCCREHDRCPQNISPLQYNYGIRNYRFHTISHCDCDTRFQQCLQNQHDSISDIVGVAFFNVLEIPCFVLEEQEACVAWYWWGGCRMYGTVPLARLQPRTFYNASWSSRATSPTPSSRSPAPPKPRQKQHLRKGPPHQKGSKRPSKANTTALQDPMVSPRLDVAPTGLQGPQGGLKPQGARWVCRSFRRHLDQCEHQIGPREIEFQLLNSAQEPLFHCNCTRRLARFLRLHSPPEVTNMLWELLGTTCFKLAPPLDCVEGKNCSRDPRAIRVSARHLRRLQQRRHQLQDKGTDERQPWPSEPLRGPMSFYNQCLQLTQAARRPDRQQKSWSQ
# ARFGAP1 inh: inhibitors of rat ARFGAP1 GAP activity, primary screen, biochemical, fluorescence polarization, GDP tracer. ADP-ribosylation factor GTPase-activating protein 1 (Rattus norvegicus), Q62848. Arfgap1-stimulated ARF1 GTP hydrolysis, GDP FP detection. actives 0.26% (n = 360,000). inhibition, % at 16.5 µM;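 active means inhibition above a per-plate limit, mean inhibition of low control wells plus 3 SD, cut at about 25% in these data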;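 further: 0% = DMSO wells with enzyme and 100% = wells lacking Arfgap1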
# Target sequence (Q62848 1-136 limits assumed): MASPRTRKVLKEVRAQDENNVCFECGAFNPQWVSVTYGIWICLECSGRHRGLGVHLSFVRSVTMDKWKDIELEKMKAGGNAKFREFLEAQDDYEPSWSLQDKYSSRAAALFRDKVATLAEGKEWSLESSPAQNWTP
#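 system = rat Arfgap1 catalytic domain, aa 1-136 | technique = FP, GDP Alexa 633 tracer displaced from anti-GDP antibody, 620/688 nm | compound = one concentration, 16.5 µM, DMSO 1.26% | medium = HEPES-based buffer, pH 7.5 | timing = compound-enzyme preincubation 20 min, reaction 120 min, detection 60 min, 25 °C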
# NR1D1 modulator: modulators of Rev-erb alpha DNA binding, primary screen, biochemical, FITC-DNA, fluorescence polarization, uHTS; Nuclear receptor subfamily 1 group D member 1 (Homo sapiens), P20393; AID 1259318, 2017; activity, % at 10 µM; Rev-erbα–FITC-DNA binding, 90 min; actives 0.79% (n = 370,000);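 active means activity above about 14%, limit read from the data; passing the limit was not always enough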;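 further: 0% = DMSO wells with 35 nM protein and 100% = DMSO wells with 750 nM protein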
# * marks the source's active call; other numbers are inactive results; i = inactive; / = no result given.
SMILES,ASAP1 GAP inh,UHRF1 binding,PLC-beta3 inh,PLCg1 inh,KLK7 zymogen act,Tn7 DDE FP,Tn6 DDE FP,HGIII-sPLA2 inh,ARFGAP1 inh,NR1D1 modulator
CCc1noc(C)c1C(=O)OCC(=O)Nc1ccccc1SC,-14,-2,-6,1,-0.2,2,8,5,-14,-3
COc1ccccc1C(=O)NCC(=O)N/N=C/c1cn[nH]c1-c1ccccc1,18,5,-4,1,0.2,4,0,10,13,7
Cc1ccc(OCCC(=O)Nc2ccccc2C(=O)N2CCCCC2)cc1,5,1,-7,3,0.6,-8,1,3,2,-1
CCNC(=S)NNC(=O)c1csc(C)c1,2,0,8,-1,0.5,-4,-5,8,-7,-4
CC1CCN(C(C(=O)NC2CCCCC2)c2cc3c(cc2[N+](=O)[O-])OCO3)CC1 (stereo unspecified),16,0,-4,-2,-0.2,1,2,12,-1,-7
Cc1ccc(-c2cc(NC=O)c3ncc(-c4cnn(C)c4)n3c2)cc1,16,-7,-178,-141,-25,-9,-2,-3,6,-2
COc1ccc(N2CCN(S(=O)(=O)CCNC(=O)COc3ccccc3C)CC2)cc1,9,3,2,3,0.3,-3,2,-7,0,-4
N#C/C(=C\c1ccccc1OCC(=O)O)c1nc2ccccc2[nH]1,7,-1,-252,-194,-1.0,7,9,2,0,3
Cc1ccc(Oc2ccc(Oc3ccc(C)cc3)nn2)cc1,6,0,4,3,-0.2,-3,-4,7,-4,2
CCN(CC)S(=O)(=O)c1cc([N+](=O)[O-])ccc1N=Nc1c(O)[nH]c2ccccc12,3,0,3,5,-0.2,-8,2,1,4,-3
Cc1ccc(S(=O)(=O)N/N=C\C=C\c2ccccc2)cc1,0,1,-2,-1,-0.2,-1,9,-5,5,-2
COC(=O)c1ccc(C23CC4(C2)[C@H](CN(Cc2ccc(-c5ccccc5)cc2)[C@@H]4c2ccccc2)C3c2ccccc2)cc1 (stereo partly specified),-6,-3,-2,0,-0.1,1,-3,0,0,0
CCOc1ccc(S(=O)(=O)N2CCCC(C(=O)NCc3ccncc3)C2)cc1 (stereo unspecified),-7,-1,-7,-1,-0.1,2,-14,-8,3,5
COc1ccccc1C1/C(=C(/O)c2ccccc2)C(=O)C(=O)N1CC(C)C (stereo unspecified),2,-5,-1,-1,0.3,-5,0,4,3,6
Cn1nccc1C(=O)Nc1cccc(C(F)(F)F)c1,-11,0,-1,-2,-1.8,11,0,11,0,2
CN(C(=O)c1cccc(S(=O)(=O)N2CCOCC2)c1)c1c(N)n(Cc2ccccc2)c(=O)[nH]c1=O,-4,0,-9,-3,-0.9,2,6,9,12,-1
Cc1ccc(C(=O)NCC(=O)OCN2C(=O)c3ccccc3C2=O)cc1C,3,1,0,2,-0.2,-8,-1,-1,6,10
CC(=O)Nc1ccc(S(=O)(=O)Oc2ccccc2N2CCCCC2)cc1,5,1,-8,6,0.7,-11,1,-5,-8,-1
O=C1C2C3C=CC(C3)C2C(=O)N1c1ccccc1 (stereo unspecified),-11,2,4,3,-0.4,1,3,2,1,-5
O=C(Nc1nnc([C@H]2C[C@H](O)[C@@H](CO)O2)s1)c1cccc(C(F)(F)F)c1,-14,-1,-7,-2,-0.6,-2,1,-5,6,-2
CSc1sc(-c2ccnc(=S)[nH]2)c(-c2ccccc2)c1C#N,1,-1,-27,-20,-0.1,-6,-11,1,6,7
CSc1nnc(-c2ccccc2Cl)n1N,-1,5,1,-1,-0.1,2,10,-3,3,-1
Cc1nc2ccccc2c(=O)n1/N=C/c1cccnc1,9,-2,1,-1,0.0,-1,7,2,-1,2
CC1(C)C(c2ccc(Cl)cc2)=[N+]([O-])C2(CCCC/C2=N\O)N1O (stereo unspecified),1,15,1,0,0.2,-3,2,7,10,-8
COc1ccccc1NC(=O)Nc1cc(NC(=O)Nc2ccccc2OC)c(C)nc1C,-12,8,2,7,0.4,6,-6,3,5,-3
COc1ccc(CSc2nc(N3CCOCC3)c3c(c2C#N)CC(C)(C)OC3)cc1,8,0,-7,-5,-4.5,2,1,0,2,5
CC(C)(C)c1ccc(OCC(O)CN2CCOCC2)cc1 (stereo unspecified),5,3,-5,3,-0.1,1,-6,-1,2,2
O=C(Nc1cccc2ccccc12)NC1CCCc2ccccc21 (stereo unspecified),23,3,-1,0,-1.2,1,-6,8,11,2
O=C(/C=C/c1ccccc1)NC(=S)Nc1ccc2c3c(cccc13)CC2,-8,1,-1,2,0.0,2,2,5,10,-4
COCCNC(=O)CSc1nnc(NC(=O)C2CC(=O)N(c3ccccc3OC)C2)s1 (stereo unspecified),-15,0,-10,-2,0.0,0,-6,3,2,-7
CC(Oc1ccccc1)C(=O)N1CCN(c2ccc(N3CCCCC3)nn2)CC1 (stereo unspecified),1,-6,-160,-158,4.0,-1,0,7,-3,-2
CCCCCCCCCCSc1n[nH]c(N)n1,-7,1,7,7,-0.1,-2,2,-37,5,10
COc1ccc(C(C)=O)cc1COC(=O)c1ccc(N)c([N+](=O)[O-])c1,9,0,-4,5,-0.2,-2,-2,-9,5,-1
O=C(CSc1nnc(-c2ccccc2O)n1-c1ccccc1)Nc1cccc(C(=O)O)c1,2,0,1,-2,-0.2,-8,9,-7,5,5
COc1ccccc1OCC(=O)Nn1c(=S)[nH]c2ncccc2c1=O,-1,4,-1,1,-0.3,2,0,24*,1,1
C/C(=N\NC(=O)c1ccc([N+](=O)[O-])cc1)c1c(O)cc(C)oc1=O,13,0,3,3,0.0,0,-1,-2,-4,-5
CC(C)Oc1cccc(C(=O)N2CCCC2)c1,13,-2,-2,0,-0.4,-1,-2,2,-14,-2
CC1=CC(C)(C)NC(=S)N1c1ccc(C)cc1C,-5,1,3,2,-0.2,2,0,14,14,-4
Cc1ccc(S(=O)(=O)N[C@H]2CCC[C@@H]2O)cc1,6,0,1,2,0.7,11,4,-3,-5,-4
Cc1c(C(=O)OCC(=O)Nc2ccc(S(N)(=O)=O)cc2)oc2c1ccc1ccccc12,3,0,-14,-5,-1.3,7,7,-4,1,16*

# In another format: 2 of the compounds above
smiles	ASAP1 GAP inh	UHRF1 binding	PLC-beta3 inh	PLCg1 inh	KLK7 zymogen act	Tn7 DDE FP	Tn6 DDE FP	HGIII-sPLA2 inh	ARFGAP1 inh	NR1D1 modulator
COc1ccccc1OCC(=O)Nn1c(=S)[nH]c2ncccc2c1=O	-1	4	-1	1	-0.3	2	0	24*	1	1
COCCNC(=O)CSc1nnc(NC(=O)C2CC(=O)N(c3ccccc3OC)C2)s1 (stereo unspecified)	-15	0	-10	-2	0.0	0	-6	3	2	-7

# Additional records.
SMILES,ASAP1 GAP inh,UHRF1 binding,PLC-beta3 inh,PLCg1 inh,KLK7 zymogen act,Tn7 DDE FP,Tn6 DDE FP,HGIII-sPLA2 inh,ARFGAP1 inh,NR1D1 modulator
Cc1nc2c(OCc3ccc(C(F)(F)F)cc3)cccn2c1N(C)Cc1cccs1,1,14,-13,-9,-0.5,-2,-10,-1,-8,-1
O=C(CSCC(=O)Nc1ccccc1)N/N=C/c1c(O)ccc2ccccc12,11,-1,-24,-18,-1.8,-2,5,-3,7,-5
O=C(Nc1ccc2c(c1)OCCO2)C1CCCN1C(=O)Nc1ccccc1 (stereo unspecified),-7,-1,-8,1,0.1,-3,0,1,14,7
CC(=O)c1cc2c(cc1N/C(=N/S(=O)(=O)c1ccc(C)cc1)c1ccc(Cl)cc1)OCO2,-3,0,1,-1,0.2,-2,4,3,-1,92*
COc1ccc(OC(F)(F)F)cc1CC1(C)C(=O)Nc2ccc(S(=O)(=O)NC3CCCCC3)cc21 (stereo unspecified),4,1,7,0,0.0,-3,8,-20,-3,4
O=C(Nc1ccccc1N1CCOCC1)c1cccnc1Cl,5,19,-4,-1,-0.3,0,-1,1,0,2
O=C(c1ccc([N+](=O)[O-])cc1)N1CCSC1c1ccc(Cl)cc1 (stereo unspecified),-14,-2,3,0,-0.5,-10,5,-3,3,-2
COC(=O)C(C(=O)OC)=C(/C=C/C=C/N(C)C)N(C)C,6,-2,-23,-10,-0.3,2,0,-5,-1,-1
CCOc1ccc(S(=O)(=O)NCCC(=O)N2CCC(Cc3ccccc3)CC2)cc1,2,1,-2,3,0.4,3,-5,-14,6,-2
Cc1ccc(-n2nc3ccc(N)cc3n2)c(C)c1,9,0,i,i,40*,-3,-1,-1,-5,-4
Cc1ccccc1CNC(=O)CN1CCCc2ccccc21,/,0,2,1,0.2,-5,-5,1,/,-3
Fc1ccc(NC(=S)N2CCN(C/C=C/c3ccccc3)CC2)c(F)c1,-7,1,3,0,0.0,-1,-2,-9,14,-1
O=C(CCCn1c(=O)[nH]c2ccsc2c1=O)NCc1cccs1,6,6,3,-2,1.0,-4,-4,8,-2,-4
CC[C@@H](C)[C@H](NC(=O)C1CCN(C(=O)[C@@H](NS(=O)(=O)c2ccc(C)cc2)C(C)C)CC1)C(=O)O,-5,6,5,1,-0.5,1,-2,7,-3,-3
C/C(=N/NS(=O)(=O)c1ccccc1)c1ccc(NC(=O)C2CC2)cc1,9,3,-1,1,0.1,2,3,2,-1,-2
O=C(Oc1ccc2c(c1)OCO2)c1cc2c(s1)CCC2,9,35*,-4,0,0.3,2,5,-2,3,-33
CCn1c(O)c(N=NC(=O)CNC(=O)Cc2ccccc2)c2ccccc21,-7,0,-7,3,0.0,4,-4,7,7,-2
CC(C)=CC(=O)N1CCCc2ccccc21,11,-3,2,2,-0.6,6,1,2,4,-2
CN(C(=O)COC(=O)c1ccc([N+](=O)[O-])cc1Cl)C1CCCCC1,12,-1,-2,3,0.9,-4,2,1,16,-3
Cc1[nH]n(-c2ccccc2)c(=O)c1C(=O)c1ccccc1,-14,-7,2,4,-0.3,-5,6,2,8,3
O=C1CC(c2ccc(F)cc2)C2=C(CCCC2=O)N1 (stereo unspecified),6,-2,-6,-2,0.0,-1,3,3,9,6
O=S(=O)(c1ccccc1)N1CCC(O)(CSc2ccc(F)cc2)CC1,12,4,1,2,-0.2,-2,7,-8,-3,-6
CC1=C(C)NC(=S)SC1,4,-1,0,3,0.5,-1,3,0,6,1
